PfGluPho inh = PfG6PD (Plasmodium falciparum) enzyme inhibition; hit rate 0.78% among 350,000; PfGluPho enzyme, NADPH resazurin-diaphorase fluorescence; AID 504690; inhibition, % at 20 µM;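 active means inhibition reaching at least a set limit at 20 µM in the primary screen, cut at about 59% in these data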;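 further: 0% = DMSO wells with substrate and 100% = DMSO wells lacking glucose-6-phosphate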
HKDC1 inh = inhibitors of human hexokinase HKDC1 | Q2TB90 | recombinant HKDC1, G6PDH/diaphorase resazurin coupled fluorescence | inhibition, % at 20 µM | hit rate 0.16% among 340,000;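 active means inhibition above about 35% when tested at 20 µM, limit read from the data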;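 further: plate controls were DMSO wells with enzyme for no effect and DMSO wells lacking enzyme for full effect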
Target sequence (Q2TB90 whole entry, looked up): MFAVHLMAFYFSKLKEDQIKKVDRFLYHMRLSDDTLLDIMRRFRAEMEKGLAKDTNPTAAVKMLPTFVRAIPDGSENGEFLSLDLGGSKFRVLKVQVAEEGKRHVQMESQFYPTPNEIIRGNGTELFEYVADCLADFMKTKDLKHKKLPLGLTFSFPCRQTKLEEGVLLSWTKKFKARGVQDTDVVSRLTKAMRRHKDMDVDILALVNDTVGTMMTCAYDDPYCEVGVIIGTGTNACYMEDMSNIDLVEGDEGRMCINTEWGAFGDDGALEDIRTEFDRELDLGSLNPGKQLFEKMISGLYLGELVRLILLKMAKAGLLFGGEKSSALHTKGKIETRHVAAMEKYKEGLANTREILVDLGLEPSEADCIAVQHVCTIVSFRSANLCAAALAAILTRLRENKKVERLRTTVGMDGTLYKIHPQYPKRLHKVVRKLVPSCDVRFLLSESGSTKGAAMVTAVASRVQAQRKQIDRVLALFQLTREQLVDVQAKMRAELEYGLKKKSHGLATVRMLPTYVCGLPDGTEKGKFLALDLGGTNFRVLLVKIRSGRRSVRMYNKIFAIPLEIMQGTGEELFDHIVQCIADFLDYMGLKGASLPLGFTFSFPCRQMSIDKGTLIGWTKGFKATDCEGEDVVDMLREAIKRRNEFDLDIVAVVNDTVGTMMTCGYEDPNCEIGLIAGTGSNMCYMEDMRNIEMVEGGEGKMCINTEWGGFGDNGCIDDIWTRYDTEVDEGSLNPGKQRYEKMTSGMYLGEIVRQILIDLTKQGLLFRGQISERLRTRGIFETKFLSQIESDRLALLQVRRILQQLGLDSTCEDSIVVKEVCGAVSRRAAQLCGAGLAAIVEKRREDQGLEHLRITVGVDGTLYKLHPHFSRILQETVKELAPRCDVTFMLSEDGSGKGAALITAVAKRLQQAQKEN
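Assay system: in-house recombinant HK5 (HKDC1) enzyme. Input: HKDC1 at 5 µg/mL. Medium: Tris pH 8.0 buffer with MgCl2, Tween-20, BSA, BME. Dosing: single 20 µM dose. Schedule: 90 min reaction incubation at room temperature, dark. Signal: resazurin-to-resorufin fluorescence via G6PDH and diaphorase coupling, 525/613 nm. Controls: DMSO-enzyme wells negative, buffer-substituted wells positive.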
SENP8 block-1 = inhibitors of human SENP8 protease | purified SENP8, Z-RLRGG-aminoluciferin cleavage, luminescence | hit rate 1.2% among 330,000 | inhibition, % at 10 µM | AID 2540 | Q96LD8; in the data active means inhibition above about 50%
SENP8 block-2 = SENP8 (human) protease inhibition; Q96LD8; recombinant SENP8, Nedd8 substrate fluorescence; inhibition, % at 20 µM; hit rate 0.64% among 360,000; AID 602440; in the data active means inhibition mostly above about 40%, no sharp cut-off; inactive means mostly below about 27%
NALP3 yeast inh = inhibitors of NALP3 inflammasome in yeast; Yeast reconstituted NLRP3/ASC/caspase-1, beta-gal luminescence, 24 h; inhibition, % at 10 µM; hit rate 0.39% among 330,000; AID 2825;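 active means inhibition of 50% or more; inactive means inhibition below 50%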;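 further: plate controls were induced DMSO wells for no effect and uninduced yeast grown without galactose for full effect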
SENP1 FRET inh = blocks the human SENP1 SUMO protease catalytic domain; Q9P0U3; hit rate 0.21% among 360,000; inhibition, % at 10 µM; recombinant SENP1 catalytic domain, CyPet-SUMO1-YPet FRET cleavage; AID 624204;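 active means inhibition at least 30% at 10 µM, raw YFP signal under a set limit, fluorescence ratio 0.5 to 1.5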;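 further: 0% = enzyme with DMSO and 100% = no enzyme wells; some results filed as inactive read as strong as hits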
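Material – human SENP1 catalytic domain · Input – SENP1 enzyme, 20 pM final · Compound dosing – single concentration of 10 µM compound, 0.5% DMSO final · Timing – enzyme reaction for 50 min at room temperature, dark · Measured by – FRET fluorescence in CFP and YFP emission channels · Control set – no-enzyme wells low, DMSO-plus-enzyme wells high control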
SENP7 block = inhibitors of human SENP7 protease | Q9BQF6 | recombinant SENP7, Z-RLRGG-aminoluciferin luminescence, 40 min | inhibition, % at 5 µM | hit rate 1.5% among 330,000;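 active means inhibition above about 50% at the single test dose, limit read from the data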;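 further: plate controls were DMSO with enzyme for no effect and no enzyme buffer wells for full effect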
Apaf-1 inh = blocks human Apaf-1 apoptosome activity; reconstituted apoptosome caspase-3 activity, DEVD-Rh110 fluorescence; O14727; hit rate 0.71% among 330,000; inhibition, % at 20 µM; AID 489030; active means inhibition of at least 40% at 20 µM;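 further: plate controls were DMSO wells for no effect and DEVD-CHO caspase inhibitor wells for full effect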
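System – cell-free apoptosome with Apaf-1, procaspase-3 and caspase-9 · Buffer or medium – pH 7.5 Hepes buffer with CHAPS, BSA, DTT · Also added – cytochrome c with DEVD-Rh110 · Times – 30 min compound preincubation, 50 min activation, room temperature · Technique – Rh110 fluorescence intensity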
SENP6 block = SENP6 protease inhibition | hit rate 1.8% among 330,000 | Recombinant SENP6 catalytic domain, aminoluciferin luminescence | AID 2599 | inhibition, % at 10 µM;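 active means inhibition above about 50% at the single tested dose, limit read from the data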;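 further: plate controls were DMSO wells with enzyme for no effect and DMSO wells lacking enzyme for full effect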
* marks the source's active call; other numbers are inactive results; / = no result given. Compounds as they come; overall some 4.1% were active at least once.

Order of results – PfGluPho inh	HKDC1 inh	SENP8 block-1	SENP8 block-2	NALP3 yeast inh	SENP1 FRET inh	SENP7 block	Apaf-1 inh	SENP6 block
CC(C)(C)OC(=O)NCCCCCNC(=O)c1[nH]cnc1C(=O)NC1CCN(C(=O)OC(C)(C)C)CC1
    18	5	7	4	3	1	2	12	5
C/C(CC(=O)Nc1ccccn1)=N\NC(=O)Cc1cccc2ccccc12
    6	-10	-1	9	-1	5	3	-16	-16
CCc1nnc(NC(=O)CCN2C(=O)C3CCCCC3C2=O)s1 (stereo not drawn)
    -9	-3	9	9	4	-2	0	4	15
FC(F)(F)c1cccc(N2CCN(CC3CC4C=CC3C4)CC2)c1 (stereo not drawn)
    14	-8	-1	10	9	3	1	-7	-4
Cc1ccc(N2CCN(S(=O)(=O)N3CCCCC3)CC2)cc1Cl
    -4	-6	1	26	9	2	1	5	0
CCCCN(C(=O)c1ccc(N2CCCC2=O)cc1)c1c(N)n(CC(C)C)c(=O)[nH]c1=O
    -1	-3	4	-6	10	1	-1	-16	-1
C=CCc1ccccc1OCC(=O)N/N=C/c1ccccc1OCC
    105*	-2	-6	14	14	2	5	23	-16
Cc1ccc(C(C(=O)NC2CCCCC2)N(C(=O)Cc2c[nH]c3ccccc23)c2ccccc2C)o1 (stereo not drawn)
    0	-11	-14	9	4	-5	-11	22	3
CN(c1ccc(C(=O)N2CCc3ccccc3C2)cc1)S(C)(=O)=O
    6	-1	-15	44*	13	-1	13	19	-2
O=C(c1cc(-c2ccncc2)nc2ccccc12)N1CCN(S(=O)(=O)/C=C/c2ccccc2)CC1
    -25	-8	-1	25	12	-1	9	12	-8
COc1ccc([N+](=O)[O-])cc1-n1cccc1
    7	-6	2	18	-38	1	5	-6	-19
COc1ccc(CCNC(=O)C2CC(=O)N(c3ccc(Br)cc3)C2)cc1OC (stereo not drawn)
    5	-3	-5	15	8	5	-5	-3	-15
O=C1CS/C(=N/N=C/c2ccc(OS(=O)(=O)c3ccccc3)cc2)N1
    -11	-7	-3	25	-9	2	1	-2	6
CCOc1ccccc1CNC(=O)c1ccc(NC(=O)C2=C(C)OCCS2)cc1
    2	3	20	-6	16	-2	-8	-3	5
CC(=O)N1N=C(c2ccc(C)o2)CC1c1ccc(Br)cc1 (stereo not drawn)
    -7	-13	-11	-17	6	5	6	-16	-12
CCOC(=O)N1CCC(Nc2c(NCCCN3CCN(C4CCCCC4)CC3)c(=O)c2=O)CC1
    -6	8	-5	19	10	5	-5	6	-8
Cc1ccc(C(=O)N2CCN(c3ccccc3F)CC2)cc1S(=O)(=O)N1CCOCC1
    -11	-3	3	19	6	-1	-3	-6	14
CCC(=O)NC(c1cccs1)c1cc(Cl)c2ccccc2c1O (stereo not drawn)
    40	21	9	-480	22	-1	3	6	-14
Cc1cc(C)c(C#N)c(SCc2ccc(F)cc2)n1
    37	-3	-4	16	19	0	-4	-4	-9
Cc1cnc(CN2CCc3c([nH]c4ccccc34)C2CC(C)C)[nH]1 (stereo not drawn)
    -5	2	-1	-180	1	-48	1	11	-13
C/C(=N\NC(=O)COc1ccccc1-c1ccccc1)c1ccccn1
    -18	-7	7	16	35	-1	2	-2	13
O=C(Nc1ccc(O)cc1)c1cc2ccccc2c(=O)s1
    0	13	-8	20	8	0	5	5	8
CCCC(=O)Nc1nnc(SCC(=O)Nc2ccc3c(c2)OCO3)s1
    0	-7	4	14	12	2	2	-3	17
Cc1ccc(O)c(NC(=O)c2cc(-c3ccccc3)on2)c1
    -25	2	-6	17	25	0	45	2	18
COC(=O)C1CCN(C(=O)COC(=O)c2cc(S(=O)(=O)N3CCOCC3)ccc2C)CC1
    -1	-4	-4	23	11	1	7	0	-8
O=C(Nc1ccc(Cl)c(Cl)c1)C1C2C=CC3(O2)C1C(=O)N(CCN1CCCCC1)C3C(=O)NC1CCCCC1 (stereo not drawn)
    13	4	6	19	9	3	1	6	-2
Cc1ccc2nc(-c3ccc(NC(=O)CN4CCN(C(=O)c5ccco5)CC4)cc3)sc2c1
    0	1	15	-282	0	-57	-3	20	7
CC1Cc2ccccc2N1C(=O)c1ccnc(C(C)(C)C)c1 (stereo not drawn)
    -13	-8	-4	10	18	-3	-2	-5	-17
O=C(COC(=O)/C=C/c1ccccc1)NCCc1ccc(F)cc1
    5	-9	-17	6	-15	1	-11	13	0
c1ccc2c(c1)CCCn1nnnc1-2
    -5	-1	9	17	4	0	4	-6	-1
O=C1c2ccccc2S(=O)(=O)N1Cc1nnc(-c2ccccc2Br)o1
    -11	-1	/	22	/	1	/	/	/
CCOc1cc(NC(=O)c2cccs2)c(OCC)cc1NC(=O)c1ccco1
    -21	-5	3	-60	14	-42	-7	-3	-7
CC(C)c1nnc(NC(=O)C2CCCN2C(=O)Nc2ccccc2F)s1 (stereo not drawn)
    -4	-4	2	17	18	4	0	-10	-4
COc1ccc(Cc2nnc(SCC(=O)Nc3cc(Cl)ccc3C)[nH]c2=O)cc1
    -40	2	0	18	5	1	2	-6	-7
Cc1nnsc1S(=O)c1ccccc1Cl (stereo not drawn)
    2	-3	-10	10	-15	1	-8	8	-23
C=CCNc1nc(C(=O)OCC(=O)Nc2cc(S(C)(=O)=O)ccc2Cl)cs1
    -8	-1	-8	-2	-3	1	14	4	-10
CN(C)/N=C/c1ccc(P(c2ccc(/C=N/N(C)C)o2)c2ccc(/C=N/N(C)C)o2)o1
    1	-7	1	21	15	1	-2	11	9
CCOC(=O)N1CCN(S(=O)(=O)c2ccc(OCC(=O)OC)c(C)c2)CC1
    -8	8	3	7	-2	-2	4	-8	7
CC(Sc1ccccc1)C(=O)N1CCN(S(=O)(=O)c2ccccc2C(F)(F)F)CC1 (stereo not drawn)
    17	-10	-5	4	18	1	-6	3	-14
Oc1cc2c(cc1CN1CCN(c3cccc(C(F)(F)F)c3)CC1)CCC2
    24	-1	2	-1	-2	0	-4	1	-9
Cc1nc(SCC(=O)Nc2ccnc3ccccc23)n[nH]1
    -6	-5	-3	-2	5	2	-3	-16	-12
CN(C)c1ccc(-c2n(C)c3ccccc3[n+]2C)cc1
    -8	-11	2	-30	14	3	4	-8	-7
COc1cc(/C=N\Nc2nc3ccccc3[nH]2)cc(OC)c1OC
    8	-5	4	-359	1	0	1	5	8
O=C(c1ccc(-c2ccccc2)cc1)N1CCN(c2nc3ccccc3o2)CC1
    -12	0	/	13	/	2	/	/	/
CCC(=O)Nc1nnc(SCC(=O)NCc2ccc3c(c2)OCO3)s1
    -2	-3	-1	9	12	3	10	-4	-5
O=C(Nc1ccc2c(c1)C(=O)OC2)c1ccc(C(F)(F)F)cc1
    4	-7	-2	9	9	1	4	-2	-20
CC(=O)C1=C(O)C(=O)N(c2ccc(Br)cc2)C1c1cccc([N+](=O)[O-])c1 (stereo not drawn)
    -14	-1	-7	18	9	1	-12	-6	-5
CCOc1cc2c(cc1OC)C(NC(=O)C(F)(F)F)CC2=O (stereo not drawn)
    4	13	0	-24	9	-33	-1	-2	7
Cc1cc(-n2cc(Br)c(=O)[nH]c2=O)nc(-c2ccccc2)n1
    -34	0	-2	9	4	-3	3	-22	-17
Cc1ccccc1NC(=O)CN(C)S(=O)(=O)c1ccc(-c2ccc(=O)[nH]n2)s1
    -15	5	-13	-5	9	0	-16	4	-15
CCN(CC)C(=O)[C@H]1C[C@H](CC(=O)NCCCn2ccnc2)C(=O)N2CCc3c([nH]c4ccc(Cl)cc34)[C@]12C
    0	-4	/	10	/	0	-2	16	/
CCN(C(=O)c1ccccc1)c1ccc([N+](=O)[O-])cc1
    4	-10	10	5	-22	3	5	-2	0
Cc1c(C(=O)N2CCCCC2)oc2ccc(S(=O)(=O)N3CC(C)CC(C)C3)cc12 (stereo not drawn)
    -3	-1	-5	12	18	-1	-6	34	-6
O=C(NCc1ccccn1)C(=O)Nc1nc(-c2ccccc2)cs1
    -30	-1	2	11	18	1	-3	-16	-11
CC(=O)N1CCc2cc(S(=O)(=O)NC(CC(C)C)C(=O)N3CCc4ccccc4C3)ccc21 (stereo not drawn)
    -9	-8	-6	2	0	0	0	-2	9
COc1ccc(CCNC(=O)CCn2c(=O)oc3ccccc32)cc1OC
    -4	-4	-7	12	9	0	-10	14	-17
COc1cccc(CNC(=O)CCC2CCCN(Cc3ccc4c(c3)CCO4)C2)c1 (stereo not drawn)
    -9	-6	-4	22	-7	2	-1	-15	-2
Cc1ccsc1C(=O)NCCc1ccc(S(N)(=O)=O)cc1
    -8	-2	11	5	3	1	-10	8	-12
O=C(Nc1cccc(O)c1)c1ccccc1[N+](=O)[O-]
    8	2	2	3	8	1	9	-12	4
O=C(CNC(=O)c1ccc(Cl)cc1Cl)OCCCn1c(=O)[nH]c2ccccc21
    7	0	-2	8	20	0	2	3	-12

Continued.
Order of results – PfGluPho inh	HKDC1 inh	SENP8 block-1	SENP8 block-2	NALP3 yeast inh	SENP1 FRET inh	SENP7 block	Apaf-1 inh	SENP6 block
COc1ccc(-c2c(=O)n(OCc3nc4ccccc4[nH]3)c3ccccc3[n+]2[O-])cc1
    10	3	-4	-269	19	-25	-1	-5	-14
CC1=C(C(=O)Nc2ccc(C)cc2C)C(c2ccc([N+](=O)[O-])cc2)n2ncnc2N1 (stereo not drawn)
    -9	1	-8	23	0	0	0	11	-10
CCCCn1c(=N)n(CC(O)c2ccccc2)c2ccccc21 (stereo not drawn)
    -9	-4	-8	35	8	1	-3	-5	2
Brc1c(-c2ccc3c(c2)OCO3)nc2ncccn12
    8	3	-8	-350	10	-5	15	-9	-33
Cc1oc2ccc(O)c(CN3CCOCC3)c2c1C(C)O (stereo not drawn)
    20	-6	1	33	21	2	0	-2	-1
Cc1c(C(=O)Nc2ccccn2)oc2ccc(Br)cc12
    0	-2	26	-19	28	-12	66*	15	56*
O=C1CCc2cc(NS(=O)(=O)c3ccc(Br)cc3)cc3c2N1CC3
    -13	2	-6	9	-2	2	3	11	-6
CN1CCN(C(CC(=O)Nc2cccc(O)c2)C(=O)O)CC1 (stereo not drawn)
    /	/	-2	/	16	/	9	-3	3
Cc1cc(NC(=O)CC2Oc3ccccc3NC2=O)ccc1Br (stereo not drawn)
    8	-5	-12	6	4	-4	-2	16	-15
COc1ccc(C(=O)O/N=C(\N)c2ccccn2)cc1
    -3	4	96*	14	17	5	101*	9	97*
O=C(O[C@@H]1Cc2c(O)cc(O)cc2O[C@@H]1c1cc(O)c(O)c(O)c1)c1cc(O)c(O)c(O)c1
    /	/	-2	/	23	/	4	-6	-43
CC1=C(C(=O)Nc2ccccc2)C(c2ccco2)C(C#N)=C(SCc2ccccc2)N1 (stereo not drawn)
    /	/	6	/	3	/	7	13	7
